KLK5 inh = blocks human kallikrein 5 protease activity; Q9Y337; recombinant hK5, fluorogenic AMC substrate cleavage; inhibition, % at 5 µM; actives 0.59% (n = 210,000); AID 873;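 active = inhibition of 40% or more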;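 also: 0% = enzyme controls without compound and 100% = no-enzyme blanks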
Target sequence (Q9Y337 67-293 limits assumed): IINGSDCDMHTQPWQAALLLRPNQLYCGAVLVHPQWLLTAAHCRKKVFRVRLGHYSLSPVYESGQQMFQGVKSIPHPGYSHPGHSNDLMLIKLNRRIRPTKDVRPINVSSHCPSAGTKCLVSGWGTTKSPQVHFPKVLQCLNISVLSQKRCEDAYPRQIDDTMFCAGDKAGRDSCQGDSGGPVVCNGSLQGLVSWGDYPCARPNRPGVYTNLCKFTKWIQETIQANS
FXIa inh = inhibitors of human coagulation factor XIa | P03951 | purified FXIa, Boc-Glu-Ala-Arg-AMC fluorogenic substrate | inhibition, % at 5 µM | actives 0.14% (n = 220,000) | AID 798;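 active = inhibition of at least 40%; inactive = inhibition below 40%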;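 also: fluorescence of freed AMC excited at 355 nm; 0% = enzyme without compound and 100% = no enzyme blank; many of its hits are not listed in these tables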
thrombin 1536 = thrombin (human) inhibition; alpha-thrombin, Boc-VPR-AMC fluorogenic substrate cleavage; inhibition, % at 5 µM; actives 0.26% (n = 220,000);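 active = inhibition at or above 40%; inactive = inhibition below 40%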;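 also: 0% = enzyme with no compound and 100% = wells without enzyme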
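Material: human alpha-thrombin protein. Incubation: reaction at ambient temperature. Technique: fluorescence of released AMC, ex 355 nm, em 460 nm. Control set: no-compound enzyme wells and no-enzyme blanks. Also added: Boc-VPR-AMC substrate, 15 µM final. Buffer or medium: pH 7.5 Tris (50 mM) with NaCl 150 mM, Tween 20 0.05%.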
Cl transport mod = modulates chloride dependent transport by human KCC2; KCC2 cells, thallium flux FluoZin-2 fluorescence; B-score of Tl+ flux slope (higher = more flux/activation; lower = inhibition) at 10 µM; actives 2.2% (n = 190,000);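 active = thallium flux slope and its plate-corrected score both differing from the plate sample mean at a set confidence after two filtering rounds, in either direction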;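 also: slope of fluorescence scaled to starting intensity during 10 to 20 s after thallium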
FXIIa inh = blocks human coagulation factor XIIa protease activity. P00748. purified FXIIa, Boc-QGR-AMC fluorogenic substrate, 2 h. inhibition, % at 5 µM. actives 0.3% (n = 220,000); in the data active = inhibition above about 40%;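 also: 0% = enzyme with no compound and 100% = blank without enzyme; many of its hits are not listed in these tables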
Target sequence (P00748 20-372 limits assumed): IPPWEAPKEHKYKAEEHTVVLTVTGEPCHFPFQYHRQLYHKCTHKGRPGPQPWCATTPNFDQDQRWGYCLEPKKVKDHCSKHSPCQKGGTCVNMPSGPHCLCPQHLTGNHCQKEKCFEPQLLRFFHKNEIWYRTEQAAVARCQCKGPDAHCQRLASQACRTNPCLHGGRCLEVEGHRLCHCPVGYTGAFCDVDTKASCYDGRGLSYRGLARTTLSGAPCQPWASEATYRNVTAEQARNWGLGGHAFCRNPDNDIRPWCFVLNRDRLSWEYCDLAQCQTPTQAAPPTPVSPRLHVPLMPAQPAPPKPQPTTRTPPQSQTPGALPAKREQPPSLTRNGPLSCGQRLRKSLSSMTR
Target sequence (P00748 373-615 limits assumed): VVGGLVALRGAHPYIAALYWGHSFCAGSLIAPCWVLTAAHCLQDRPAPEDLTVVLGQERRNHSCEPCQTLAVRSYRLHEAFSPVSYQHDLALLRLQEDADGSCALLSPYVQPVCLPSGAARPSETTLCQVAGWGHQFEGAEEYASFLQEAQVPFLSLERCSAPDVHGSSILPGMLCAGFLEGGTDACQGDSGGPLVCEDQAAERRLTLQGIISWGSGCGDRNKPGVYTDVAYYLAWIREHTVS
p97 inhibitor = inhibitors of human p97 ATPase | P55072 | recombinant p97 ATPase, Kinase-Glo ATP luminescence, 3 h | inhibition, % at 8 µM | actives 0.42% (n = 220,000) | AID 1481; in the data active = inhibition above about 15%;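 also: 0% = DMSO vehicle and 100% = wells lacking enzyme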
PERK inhibitor = blocks human PERK kinase. Q9NZJ5. CHO PERK-DD fusion, SEAP luminescence translation reporter. inhibition, % at 5.6 µM. actives 0.17% (n = 220,000);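 active = inhibition above the mean inhibition of all tested compounds plus 3 SD, set separately per screening campaign, cut at about 2.9% in these data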;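 also: PERK kinase domain activated by AP20187 dimerizer at 100 nM; 0% = DMSO with dimerizer and 100% = rapamycin at 8.4 µM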
Furin inh = human furin inhibition; P09958; purified furin, fluorogenic substrate cleavage; inhibition, % at 30 µM; actives 0.061% (n = 220,000); in the data active = inhibition above about 25%; also: inactives centre near -15
Wee1 stabilizer = human Wee1 degradation inhibition, primary screen; actives 1.2% (n = 220,000); HeLa Luc-Wee1K328M stability, luciferase luminescence; 100% = proteasome inhibitor MG132 effect; reporter increase, % at 5 µM; P30291;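 active = activation above the mean of all tested compounds plus 3 SD, set per screening run, cut at about 8.8% in these data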;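 also: cells exposed to compound for 20 h before luminescence read; 0% = DMSO alone and 100% = MG132 at 30 µM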
* = called active by the depositor; . = no result given; [ ] = another dose, or the depositor's remark. Rows were taken by chance; any-hit rate near 4.4%.

SMILES	KLK5 inh	FXIa inh	thrombin 1536	Cl transport mod	FXIIa inh	p97 inhibitor	PERK inhibitor	Furin inh	Wee1 stabilizer
Cc1cc(C)n2nc(SCc3nnc(SCc4ccccc4)s3)nc2n1	4	5	1	0.059	19	2	0.1	-14[20 µM]	-3
Cc1ccc(C)c(NC(=O)CSc2nc3c(c(=O)n2C)SC(C)C3)c1 (stereo unspecified)	-12	3	-4	-1.1	9	-1	0.4	-23	-2
C=CCNc1nc(N2CCOCC2)c(C#N)c2c1CN(C)CC2	-16	-1	-1	-1.5	5	7	0.3	-11	0
CSC1=C(C#N)C(CC(C)C)C2=C(CCCC2=O)N1 (stereo unspecified)	-23	3	-5	-0.05	6	3	-0.9	-26	-1
O=C(O)C1CC(c2cccc(Br)c2)=NO1 (stereo unspecified)	-4	4	-6	0.41	3	5	1.6	-18[20 µM]	2
COCc1nnc(NS(=O)(=O)c2ccc(NC(C)=O)cc2)s1	-4	1	-3	.	6	-3	2.0	-14	9.9*
CC(CN1CCOCC1)C(=O)O (stereo unspecified)	-28	4	-2	0.12	11	-4	0.3	-11[20 µM]	2
CC(=O)c1cccc(CN2CCN(Cc3ccc(C)cc3)C(CCO)C2)c1 (stereo unspecified)	.	-1	1	.	8	1	1.3	-18	0
O=C(NCc1ccccc1)C1COc2ccccc2O1 (stereo unspecified)	-7	5	6	-1.6	15	3	0.2	30*[20 µM]	2
COc1ccc(OCC(=O)Sc2ccc(C)cc2)cc1	-12	0	-3	0.39	4	3	-0.1	-20[20 µM]	-1
O=C(Nc1ccc2oc(-c3ccc4ccccc4c3)nc2c1)c1ccc2c(c1)OCCO2	-2	-2	-4	1.4	8	-1	-0.2	-9[20 µM]	-2
CCOC(=O)C1CCN(S(=O)(=O)c2c(C)n[nH]c2C)CC1	-8	-2	-7	.	10	-4	0.1	-4	-2
Cc1cc(C)n2c(SCC(=O)NC3CCCCC3C)nnc2n1 (stereo unspecified)	-6	-6	-5	0.018	5	-3	0.5	-30	-1
COc1ccc(/C=N/NC(=O)c2c(C)nc3ccc(Br)cn23)cc1OC	-3	-2	-4	-1.4	2	4	-2.1	-1	2
O=C(Nn1c(O)c(C=C2N=c3ccccc3=N2)sc1=S)c1ccccc1Cl	32	3	-3	-4.4*	6	9	1.5	-19[20 µM]	-2
CCN(CC)C(=O)C(=O)c1cccn1-c1cccc(-n2cccc2C(=O)C(=O)N(CC)CC)c1C#N	-5	8	2	.	29	-3	-0.9	-6[20 µM]	-3
CCC(C)c1ccc(NC(=S)NCc2ccccn2)cc1 (stereo unspecified)	-6	-3	5	-0.73	5	1	1.8	-19	4
Cc1ccc(S(=O)(=O)C(C#N)c2nc3ccccc3nc2N2CCCC2)cc1C (stereo unspecified)	1	1	0	-2.9	10	14	-0.9	-20	0
CC(C)Cc1nc(NCCN2CCOCC2)c(C#N)c2c1COC(C)(C)C2	3	17	0	0.48	15	0	-0.3	-14[20 µM]	-1
COc1ccc(C(=O)NC(=S)NCc2ccccc2)cc1OC	5	0	-4	-0.65	9	1	0.1	-13	-2
CCN(CC)S(=O)(=O)c1cccc(C(=O)Nc2cccnc2)c1	-1	-4	-4	.	12	2	0.9	5[20 µM]	3
COC(=O)c1cc(C(=O)c2ccc(C(C)(C)C)cc2)c[nH]1	-13	-6	-1	0.2	-1	-1	1.1	-15	1
COC(=O)c1c(NC(=O)CN2C(=O)c3ccccc3C2=O)sc(Cc2ccc3c(c2)OCO3)c1C	-2	5	3	0.069	10	7	1.7	-10	-3
Cn1c(NC(=O)c2ccc(F)cc2)c(-c2cccs2)c(=O)c2ccccc21	2	-2	2	0.65	13	2	-0.3	-12	4

Single records, from the list above. Values in the order: KLK5 inh	FXIa inh	thrombin 1536	Cl transport mod	FXIIa inh	p97 inhibitor	PERK inhibitor	Furin inh	Wee1 stabilizer
COC(=O)c1cc(C(=O)c2ccc(C(C)(C)C)cc2)c[nH]1 is entered as -13	-6	-1	0.2	-1	-1	1.1	-15	1
O=C(Nn1c(O)c(C=C2N=c3ccccc3=N2)sc1=S)c1ccccc1Cl is entered as 32	3	-3	-4.4*	6	9	1.5	-19[20 µM]	-2
COc1ccc(/C=N/NC(=O)c2c(C)nc3ccc(Br)cn23)cc1OC is entered as -3	-2	-4	-1.4	2	4	-2.1	-1	2

The results go on.
SMILES	KLK5 inh	FXIa inh	thrombin 1536	Cl transport mod	FXIIa inh	p97 inhibitor	PERK inhibitor	Furin inh	Wee1 stabilizer
O=C(N1CCCCC1)N1CCN(S(=O)(=O)c2ccc(Cl)cc2)CC1	-3	-4	-12	0.33	7	3	-0.3	-20	-1
CCOC(=O)C(C)Sc1nnc(Cc2cc(=O)[nH]c(=O)[nH]2)n1-c1ccc(OCC)cc1 (stereo unspecified)	-1	-1	-4	-0.021	9	3	0.8	-10	-3
c1ccc2nc(-c3nc4ccccc4o3)ccc2c1	-18	-2	-5	-0.37	1	-35	0.3	-25	-2
CCOC(=O)c1nnn(-c2nonc2N)c1CN(C)Cc1ccccc1	-4	-2	-5	-0.68	-11	-6	-1.1	-8	0
CCn1c(=NC(=O)c2cccc(N3C(=O)CCC3=O)c2)sc2c(OC)ccc(OC)c21	2	2	2	-1	4	0	0.2	-15	0
Cc1cc(NC(=O)Cc2cccs2)no1	-2	1	-1	.	-2	2	1.4	-16[20 µM]	0
Cc1ccc(NC(=O)CNCCCN2CCOCC2)cc1S(=O)(=O)N1CCCCC1	1	-9	1	0.0022	10	5	-0.2	-15	2
O=C(CSc1nnc(Nc2ccccc2)s1)NCc1cccs1	6	-2	-8	0.056	0	1	0.1	-21	-1
Cc1ccccc1NC(=O)c1c(C)nc(SCC(=O)OCc2ccccc2)c(C#N)c1-c1ccc(F)cc1	-6	-4	-5	0.6	-11	2	0.9	-21	-2
CC(=O)c1ccc(N2CCN(S(=O)(=O)c3ccccc3)CC2)c(F)c1	2	-1	-5	1.2	7	3	1.0	-27	-3
COC(=O)c1ccc(NC(=O)CSc2nnc(CNc3ccc(OC)cc3)n2C)cc1	-17	1	-5	0.19	7	3	0.0	-4	2
CC(=O)c1ccc(S(=O)(=O)NCCCC(=O)NCCc2ccccn2)cc1	-13	0	-8	.	14	-1	0.3	-14	-1

Reprinted from the part before: four compounds; new compounds follow.
SMILES	KLK5 inh	FXIa inh	thrombin 1536	Cl transport mod	FXIIa inh	p97 inhibitor	PERK inhibitor	Furin inh	Wee1 stabilizer
Cc1ccccc1NC(=O)c1c(C)nc(SCC(=O)OCc2ccccc2)c(C#N)c1-c1ccc(F)cc1	-6	-4	-5	0.6	-11	2	0.9	-21	-2
CC(=O)c1ccc(N2CCN(S(=O)(=O)c3ccccc3)CC2)c(F)c1	2	-1	-5	1.2	7	3	1.0	-27	-3
COC(=O)c1ccc(NC(=O)CSc2nnc(CNc3ccc(OC)cc3)n2C)cc1	-17	1	-5	0.19	7	3	0.0	-4	2
CC(=O)c1ccc(S(=O)(=O)NCCCC(=O)NCCc2ccccn2)cc1	-13	0	-8	.	14	-1	0.3	-14	-1
O=C(Nc1ccccc1N1CCOCC1)c1ccccc1[N+](=O)[O-]	-9	-1	-5	0.19	5	-3	-0.5	-7	2
O=C(CCCn1c(=S)[nH]c2cc3c(cc2c1=O)OCO3)N1CCN(c2ccc(F)cc2)CC1	-8	3	9	0.087	17	-2	-0.8	-1	-1
Cc1cnc(NC(=O)c2ccccn2)s1	-17	-2	1	-0.025	7	-10	0.4	-12	-1
Cc1cccc(/C(N)=N/OC(=O)c2ccco2)c1	-3	-1	0	0.008	10	-1	1.0	-14[20 µM]	5
Fc1ccc(C2CC(c3ccccc3)Nc3ncnn32)cc1 (stereo unspecified)	2	-8	-9	.	4	3	1.3	-13	0
NS(=O)(=O)c1ccc(N2C(=O)C3C4CC(C(Br)C4Br)C3C2=O)cc1 (stereo unspecified)	-7	-1	.	1.4	5	-2	0.4	-5	2
COc1ccc(OCC(=O)Nc2ccc(S(=O)(=O)N3CCCCCC3)cc2)cc1	-16	-7	9	1.1	5	0	0.6	-10[20 µM]	4
CCOc1ccc(CCNc2cc(C)nc3ncnn23)cc1OCC	-14	-4	-2	0.52	5	-2	-0.5	-7	-2
CCCCOP(=O)(c1ccc(N(C)C)cc1)C(O)c1ccncc1 (stereo unspecified)	-27	-16	0	-1.4	7	-6	-0.1	-10	-3
COc1cccc(NC(=S)N/N=C2\CC(C)(C)Oc3ccc(O)cc32)c1	12	-7	-1	0.51	-1	0	-0.2	-5	1
CN(C)CCCO/N=C(\c1ccccc1)c1ccncc1	-8	8	-2	0.21	13	8	0.9	-22	-3
Cc1cccc(Nc2nnc(SCC(=O)Nc3ccccc3[N+](=O)[O-])s2)c1C	-14	5	-5	-4.1	4	1	1.1	0	5
COc1ccc(/C=N/NC(=O)c2nc(-c3ccccc3)cc(-c3ccccc3)n2)cc1O	-12	-3	-11	-0.53	6	-6	-2.0	8	1
COC(=O)c1ccccc1NC(=O)COC(C)=O	1	0	-1	-0.28	10	4	0.6	-23	-1
COC(=O)c1ccc(CNC(=O)/C=C/c2cc([N+](=O)[O-])ccc2OC(F)F)cc1	-2	-4	2	-0.0091	4	0	-1.1	-14[20 µM]	-1
CCNC(=S)NNC(=O)C(c1ccccc1)c1ccccc1	-64	4	5	-0.18	16	1	-0.1	-25[20 µM]	2
CCc1ccc(CN(C)Cc2nc(Cc3ccccc3)no2)nc1	.	-1	2	.	5	-1	1.5	-18	0
COc1ccc(-c2csc3ncn(-c4ccccc4OC)c(=O)c23)cc1OC	2	-2	-1	0.34	11	7	0.5	-22	-2
COc1ccc(N=Cc2c(O)n(-c3cccc(C)n3)c(=O)c3ccccc23)c(OC)c1	4	4	4	-0.23	9	5	-0.4	-14	6
COc1ccc(-c2ccc(-c3noc(C(C)C)n3)c(OC)n2)cc1	0	-4	5	.	8	-5	-0.5	-77	0
Cc1cc(C)cc(N2C(=O)CC(Sc3ccccc3C(=O)O)C2=O)c1 (stereo unspecified)	-2	0	-5	0.89	3	7	0.2	-9	1
CC1(C(=O)NC2CCCCCC2)CCC(=O)N1Cc1ccc2c(c1)OCO2 (stereo unspecified)	-14	-3	-7	0.49	7	-6	-1.6	2	4
Cc1ccc(CNC(=O)CCCNC(=O)c2ccc(Cl)cc2)n1C	-1	-3	5	0.094	10	8	1.9	-25	0
N=c1c2c3c(sc2ncn1N)CCCCC3	2	17	5	-0.053	25	-8	-0.3	-8	6
COCCOc1cnn(-c2cc(Oc3ccc(C)cc3)ncn2)c(=O)c1Cl	7	11	4	0.055	19	-4	-0.1	-17[20 µM]	12*
COc1ccc(C(=O)N2CCN(c3ccc([N+](=O)[O-])c(-n4nc(C)cc4C)c3)CC2)cc1	-6	-4	7	-0.38	5	-6	-1.4	2	1
CN(C)C(=O)c1cccn(Cc2ccc(C(F)(F)F)cc2)c1=O	-3	10	-10	-0.16	4	0	0.1	-15	-2
CC(C)OC(=O)CN1CCN(S(=O)(=O)c2cc(Cl)ccc2Cl)CC1	-8	17	0	0.57	25	2	-0.1	-14	1
CCOC(=O)C1=C(O)CSC1=Nc1ccc(C)cc1	-10	-3	0	-1.9	3	-1	0.6	-18	6
CCc1ccc(NC(=O)C2CC(=O)N=C(N)S2)cc1 (stereo unspecified)	-10	-6	-11	-0.13	5	-4	0.1	-17[20 µM]	1
S=C(NC1CCCCC1)N1CCN(C2CCCCC2)CC1	.	0	1	0.0056	3	1	1.1	-7	1
O=C(N/N=C/c1cc([N+](=O)[O-])ccc1Cl)c1ccc2nc[nH]c2c1	-4	1	1	0.34	12	1	-1.1	-8[20 µM]	-1
O=C1CCCC2=C1C(c1ccncc1)c1c(nc(SCc3ccccc3)[nH]c1=O)N2 (stereo unspecified)	-14	-4	-3	.	-2	8	0.8	-14	-1
CC(=O)Nc1ccc(NS(=O)(=O)Cc2ccccc2)cc1	-22	5	6	0.75	0	5	-0.5	-22	-4

Screening data deposited in PubChem BioAssay by several laboratories.
